Compound activity: PubChem, several laboratories
KCNK9 inh = blocks the human KCNK9 two-pore domain potassium channel | Q9NPC2 | HEK293 KCNK9, FluxOR thallium flux fluorescence; stronger effect = lower value | B-score at 10 µM | 310,000 compounds, 1.2% hits;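 active means ratio B-score over 3 SD below the library mean, with starting fluorescence within 5 SD of its mean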;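 further: negative B-score means less thallium flux so channel inhibition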
Target sequence (Q9NPC2 whole entry, looked up, the tested form may be a part): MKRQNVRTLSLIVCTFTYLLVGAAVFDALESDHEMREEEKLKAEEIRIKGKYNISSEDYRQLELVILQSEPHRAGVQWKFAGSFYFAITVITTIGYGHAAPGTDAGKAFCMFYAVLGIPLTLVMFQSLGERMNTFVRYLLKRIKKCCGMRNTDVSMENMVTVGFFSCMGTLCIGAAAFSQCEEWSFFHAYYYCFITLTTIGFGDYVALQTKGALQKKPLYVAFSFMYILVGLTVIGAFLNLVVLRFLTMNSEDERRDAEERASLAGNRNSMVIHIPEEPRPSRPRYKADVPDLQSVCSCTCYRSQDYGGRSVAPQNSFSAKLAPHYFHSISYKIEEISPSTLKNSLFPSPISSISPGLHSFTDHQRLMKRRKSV
Platelet DG rel = platelet dense granule release activity | AID 1663 | 300,000 compounds, 0.22% hits | human platelet-rich plasma, SFLLRN dense granule ATP release, luminescence | inhibition, %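 (compounds screened at 7.5 µM in platelet-rich plasma)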;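 active means mean replicate score, as percent of positive control, at or above 50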
PolyA inhibitor = blocks polyadenylation in yeast reporter cells; AID 1875; S. cerevisiae SKY197-pL101 polyadenylation reporter, beta-gal luminescence; efflux-impaired pdr1/pdr3 knockout yeast; score 100 = 6 SD above DMSO; calls only at 12 µM; 300,000 compounds, 0.02% hits;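 active means lowest replicate activity score at least 50, where 100 means six control SD above control mean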;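 further: yeast exposed to compound for 9 h at 30 °C; higher score means more reporter readthrough which indicates perturbed polyadenylation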
TRPC4 act = opens the mouse TRPC4 cation channel; HEK293 TRPC4beta/mu-opioid, Fluo4 calcium fluorescence; stronger effect = higher value; B-score at 10 µM; 310,000 compounds, 0.49% hits; AID 2237;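 active means B-score above 5 SD of library B-scores, and initial fluorescence ratio not above library mean plus 5 SD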;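 further: positive B-score marks a calcium rise read as TRPC4 activation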
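system = HEK293 cells stably co-expressing mouse TRPC4beta and mu-opioid receptor | schedule = Fluo4 dye loading 45 min at room temperature, 110 s recording | measure = B-scored integrated calcium fluorescence ratio | signal = Fluo4 calcium-sensitive dye fluorescence, kinetic, 1 Hz baseline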
KCNK3 block = human KCNK3 channel inhibition, primary screen | O14649 | CHO-KCNK3 thallium flux, FluxOR fluorescence; stronger effect = lower value | B-score at 10 µM | 340,000 compounds, 0.84% hits | AID 602410;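 active means B-score under library mean minus 4 SD, starting fluorescence ratio at most library mean plus 5 SD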;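 further: more negative B-score means stronger inhibition of thallium flux through KCNK3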
Target sequence (O14649 whole entry, looked up): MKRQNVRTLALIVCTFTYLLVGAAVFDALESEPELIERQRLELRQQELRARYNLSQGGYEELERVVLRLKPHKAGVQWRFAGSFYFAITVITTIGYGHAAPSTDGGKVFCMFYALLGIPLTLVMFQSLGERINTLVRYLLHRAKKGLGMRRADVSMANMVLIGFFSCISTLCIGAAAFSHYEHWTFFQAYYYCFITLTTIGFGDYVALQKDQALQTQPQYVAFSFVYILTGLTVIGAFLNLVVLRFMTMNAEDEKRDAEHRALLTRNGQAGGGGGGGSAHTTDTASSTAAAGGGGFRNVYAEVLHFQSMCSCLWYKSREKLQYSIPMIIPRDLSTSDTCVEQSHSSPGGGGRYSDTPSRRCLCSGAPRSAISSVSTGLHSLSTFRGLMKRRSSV
KCNQ1 pot = potentiators or activators of human KCNQ1 potassium channel; B-score at 10 µM; P51787; 310,000 compounds, 0.35% hits; CHO-K1 KCNQ1, thallium flux FluxOR fluorescence; stronger effect = higher value;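 active means fluorescence ratio B-score, a plate-corrected score, at least three library SD, with initial intensity B-score within 5 SD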
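Material: CHO-K1 cells stably expressing KCNQ1. Medium: assay buffer for compound exposure, DMSO matched across wells. Reagent: K+/Tl+ depolarizing stimulus. Compound dosing: single-concentration screen. Times: 37 °C overnight plating, 90-min dark dye load, 20-min compound pretreatment. Technique: FluxOR Tl+ flux fluorescence.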
TRPC4 inh = blocks the mouse TRPC4 cation channel | Q9QUQ5 | HEK293 TRPC4beta/mu-opioid, DAMGO-evoked Fluo4 calcium flux; stronger effect = lower value | B-score at 10 µM | 300,000 compounds, 0.39% hits | AID 2247;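 active means B-score over 3 SD under the library average, no early fluorescence shift, positive overall ratio signal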
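Signal: kinetic Fluo4 fluorescence imaging of calcium influx. Material: stable TRPC4beta/mu-opioid receptor HEK293 cells. Probe or stimulus: DAMGO in two steps, submaximal then maximal.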
TRPC4 PAM = TRPC4 (mouse) allosteric potentiation; B-score at 10 µM; 310,000 compounds, 0.42% hits; AID 2227; HEK293 TRPC4beta/mu-opioid, DAMGO EC20, Fluo-4 Ca2+ flux; stronger effect = higher value;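 active means B-score of calcium response area above 5 SD of library B-scores, with initial fluorescence ratio within 5 SD of library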;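 further: B-score of integrated fluorescence ratio over time as area under calcium response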
DYRK1A inh = inhibitors of rat Dyrk1A kinase; ADP-Glo luminescence, NFATc1 peptide; inhibition, % at 12.5 µM; 310,000 compounds, 0.43% hits; AID 504441; in the data active means inhibition above about 50%;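 further: plate controls were vehicle with enzyme for no effect and no enzyme for full effect; many of its hits are not listed in these tables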
hERG protect = shields human hERG channel from block by proarrhythmic agents | CHO-hERG, FluxOR thallium flux, dofetilide IC70 present | activation (rescue from dofetilide block), less the hit threshold, % at 10 µM | 310,000 compounds, 0.51% hits;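 active means activation above the mean of controls blocked by dofetilide plus 5 SD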;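 further: thallium influx through hERG after potassium depolarization seen as dye fluorescence rise; in these data hits start at about 4.7%; inactives centre near -7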
KCNQ1 inh = inhibitors of human KCNQ1 potassium channel; P51787; CHO-K1 KCNQ1, FluxOR thallium flux fluorescence; stronger effect = higher value; B-score at 10 µM; 310,000 compounds, 1.3% hits; AID 2642;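 active means compounds whose thallium flux B-score, printed positive for inhibition, exceeds three library SD while starting fluorescence stays within three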;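 further: channel opened by potassium depolarization with thallium stimulus after 20 min compound exposure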
* = called active by the depositor; i = inactive; x = no result given.

SMILES	KCNK9 inh	Platelet DG rel	PolyA inhibitor	TRPC4 act	KCNK3 block	KCNQ1 pot	TRPC4 inh	TRPC4 PAM	DYRK1A inh	hERG protect	KCNQ1 inh
Cc1ccc(S(=O)(=O)N(C)C)cc1NC(=O)CN1C(=O)NC(Cc2ccccc2)C1=O (stereo not given)	i	-8	i	i	i	i	i	i	-2	-5	i
COc1ccc(S(=O)(=O)NCC2CCCN(C(=O)c3cccs3)C2)cc1 (stereo not given)	i	5	i	i	i	i	i	i	-2	-15	i
CN(Cc1ccccc1F)C(=O)CCCNC(=O)c1ccc(Cl)cc1	i	-5	i	i	i	i	i	i	-3	-1	i
C/C(=N\NC(=O)c1ccccc1F)c1ccc2c(c1)Nc1ccccc1S2	-15*	3	i	i	i	i	i	i	-1	0	i
CCN(CC)CCNC(=O)c1ccc(NC(=O)c2ccc3c(c2)CCC3)cc1	i	1	i	i	i	i	i	i	1	-5	i
O=C(NCc1ccccc1)C(=O)NCC(c1ccco1)N1CCOCC1 (stereo not given)	i	-12	i	i	i	i	i	i	-6	-8	i
Cc1cc(C(=O)NCc2ccc3c(c2)OCO3)c(C)o1	i	8	i	i	i	i	i	i	x	-2	i
O=C(O)c1cn[nH]c1-n1cnnn1	i	-3	i	i	i	i	i	i	0	-15	i
COCCN1C(=O)CC(NNC(=O)c2ccc(S(=O)(=O)N3CCCC3)cc2)C1=O (stereo not given)	i	7	i	i	i	i	i	i	-9	-14	i
CS(=O)(=O)N(CC(=O)NCc1ccccc1)Cc1ccc(Cl)cc1	i	-4	i	i	i	i	i	i	-8	-10	i
O=C(CCCc1ccccc1)NCc1ccccn1	i	3	i	i	i	i	i	i	-2	-10	i
COc1ccc(C(=O)Nc2cccnc2)cc1OC	i	-1	i	i	i	i	i	i	11	-7	i
CC(C)Cc1nc2sc3c(c2c(=O)n1N)CC(C)(C)OC3	i	13	i	i	i	i	i	i	-4	-8	i
CC(C)(Oc1ccc(Cl)cc1)C(=O)N(Cc1ccccc1)c1ccccn1	i	-2	i	i	i	i	i	i	-1	-4	i
COc1ccc(C(=O)NNC(=O)CSc2nnc(C(C)C)n2C)cc1	i	9	i	i	i	i	i	i	1	-4	i
Cc1ccc(-c2nc(=O)[nH]c3ccccc23)cc1	i	17	i	i	i	i	i	i	0	-4	i
Cc1ccccc1OCC(=O)N1CCCCCCC1	i	-1	i	i	i	i	i	i	x	-12	i
CCOC(=O)/C=C/C(=O)Nc1cccc([N+](=O)[O-])c1	i	23	i	i	i	i	i	i	-4	-11	i
O=S(=O)(c1ccc(N2CCCC2c2nc3ccccc3s2)nc1)N1CCOCC1 (stereo not given)	i	0	i	i	i	i	i	i	3	-6	i
COc1ccc(C2/C=C\CN(Cc3ccc(N(C)C)cc3)CC(=O)N2Cc2ccc(F)cc2)cc1 (stereo not given)	i	-3	i	i	i	i	i	i	-5	-18	i
CCOC(=O)NC1(C(F)(F)F)NC(=O)N(c2ccc(F)cc2)C1=O (stereo not given)	i	-14	i	i	i	i	i	i	-1	-8	i
CC1(C)CC(=O)C(CC2=C(O)CC(C)(C)CC2=O)C(=O)C1	i	-1	i	i	i	i	i	i	-3	-13	i
COc1ccc2[nH]c(C(=O)Nc3ncc(C)cc3Br)cc2c1	i	-4	i	i	i	i	i	i	x	0	i
CN(C(=O)Nc1ccc(Cl)c(Cl)c1)c1ccccc1C(=O)O	i	-13	i	i	i	i	i	i	-2	-11	i
COc1ccc(C)cc1S(=O)(=O)N(CC(=O)NCc1ccco1)c1ccc(C)cc1	i	8	i	i	i	i	i	i	2	-6	i
CCN(CC)C(=O)COc1ccc(/C=C(\C#N)S(=O)(=O)c2ccccc2)cc1OC	i	0	i	i	i	i	i	i	-5	-19	i
CC1=NN(c2ccccc2)C(=O)/C1=C/c1cc2cc(C)ccc2nc1N1CCCCC1	i	0	i	i	x	i	i	i	x	-5	i
O=C(CC1C(=O)NCCN1Cc1cccc(Oc2ccccc2)c1)NCCCn1cccn1 (stereo not given)	i	4	i	i	i	i	i	i	1	-11	i
O=C(N/N=C/c1ccc(-c2ccc(S(=O)(=O)Nc3ncccn3)cc2)o1)c1cc2ccccc2cc1O	i	0	i	i	i	i	i	i	21	-12	i
CC(C)(C)c1ccc(/C=N/NC(=O)C[n+]2ccccc2)cc1	i	1	i	i	i	i	i	i	2	-6	i
Cc1ccccc1-n1c(=O)cc(N2CCc3ccccc32)[nH]c1=O	i	5	i	i	i	i	i	i	-1	-1	i
Cc1ccccc1OCC(=O)NNC(=O)c1ccc(-c2ccccc2)cc1	i	2	i	i	i	i	i	i	-68	-13	i
COc1ccc(S(=O)(=O)NCc2ccncc2)cc1NC(=O)c1ccc(Cl)cc1	i	-1	i	i	i	i	i	i	5	-9	i
O=C(CNS(=O)(=O)c1ccc(Cl)cc1)NNC(=O)c1cccnc1	i	-21	i	i	i	i	i	i	-7	-7	i
CCOc1ccc(NC(=O)C2CCCN(c3nc(C)cc(C)n3)C2)cc1 (stereo not given)	i	7	i	i	i	i	i	i	-8	-8	i
O=C(CN(Cc1ccco1)C(=O)Cn1nnc(-c2cccs2)n1)NCC1CCCO1 (stereo not given)	i	-5	i	i	i	i	i	i	-1	-5	i
O=C(NCC1CCCO1)c1ccc2ccccc2n1 (stereo not given)	i	4	i	i	i	i	i	i	-4	-9	i
O=C(O)CNC(=O)c1ccc2c(c1)OCCO2	i	-3	i	i	i	i	i	i	2	-8	i
CCOCCCN(C(=O)c1snc(C(N)=O)c1N)C(C(=O)NC1CCCC1)c1ccc(O)cc1 (stereo not given)	i	18	i	i	i	i	i	i	-6	-5	i
COc1cc(NC(=O)c2cc(-c3cccnc3)nc3ccc(C)cc23)c(OC)cc1Cl	i	-1	i	i	x	i	i	i	x	6.5*	i
CCc1ccccc1Nc1ccc(C(=O)O)cc1N	i	1	i	i	i	i	i	i	-16	-2	i
Cc1nnc(SCC(=O)N(CC(C)C)c2c(N)n(Cc3ccccc3)c(=O)[nH]c2=O)n1N	i	23	i	i	i	i	i	i	8	-13	i
Cc1ccc(/C=N/NC(=O)c2cc(-c3cccnc3)nc3ccccc23)cc1	i	3	i	i	i	i	i	i	-4	-22	i
Cn1c(=O)c2c(nc(NCc3ccccc3)n2C)n(C)c1=O	i	0	i	i	i	i	i	i	-2	-6	i
CN(C)C(=O)COC(=O)[C@H](Cc1ccccc1)NC(=O)c1ccco1	i	-5	i	i	i	i	i	i	-3	-12	i
CCNC(=S)NNC(=O)c1ccc(=O)n(Cc2ccccc2)c1	i	7	i	i	i	i	i	i	0	-8	i
CCOC(=O)N1CCC(n2c(SCC(=O)N3CCC(C)CC3)nc3ccccc3c2=O)CC1	i	-29	i	i	i	i	i	i	-2	-23	i
CCOc1ccc(S(=O)(=O)NCc2ccccc2)cc1C(N)=O	i	-4	i	i	i	i	i	i	-3	-6	i
COc1cccc(-c2cc(C(=O)NCC3CCCO3)on2)c1 (stereo not given)	i	2	i	i	i	i	i	i	15	-7	i
O=C(CNC(=O)c1ccccc1)NCC(=O)OCC(=O)c1ccc(F)cc1	i	9	i	i	i	i	i	i	7	-4	i
C/C(=N\N=C(N)N)c1cc(Cl)ccc1Cl	i	11	i	i	i	i	i	i	-63	-5	i
COC(=O)c1ccc(C(NC(=O)c2cccnc2)NC(=O)c2cccnc2)cc1	i	-1	i	i	i	i	i	i	-3	-9	i
Cc1ccc(C)c(NC(=O)CN(C)C(=O)c2ccc(-c3ccc(Cl)cc3)o2)c1	i	-19	i	i	i	i	i	i	-2	-8	i
O=C(Cn1cc(C(=O)c2ccco2)c2ccccc21)NCc1ccco1	i	4	i	i	i	i	i	i	5	-22	i
CC(=O)c1ccc(NC(=O)C2CC2c2ccccc2)cc1 (stereo not given)	i	-5	i	i	i	i	i	i	5	-7	i
O=C(Nc1ccc(S(=O)(=O)N2CCCC2)cc1)c1ccc(Cl)nc1	i	-10	i	i	i	i	i	i	4	-14	i
CCC(=O)Nc1c(OC(=O)CC)ccc2c(C)cc(=O)oc12	i	4	i	i	i	i	i	i	-2	-7	i
CC1CCN(C(=O)C2CCN(S(=O)(=O)c3cccc4nonc34)CC2)CC1	i	6	i	i	i	i	i	i	x	-8	i
CCc1nnc(NC(=O)CSc2nnc(C(C)NC(=O)c3ccccc3F)n2C)s1 (stereo not given)	i	0	i	i	i	i	i	i	-9	-7	i
Cc1ccc(C(=O)C(O)C(c2ccc(C)cc2)N2CCCCC2)cc1 (stereo not given)	i	3	i	i	i	i	i	i	-3	-6	i

Among those listed so far, these contain a thiophene ring, fused or not:
SMILES	KCNK9 inh	Platelet DG rel	PolyA inhibitor	TRPC4 act	KCNK3 block	KCNQ1 pot	TRPC4 inh	TRPC4 PAM	DYRK1A inh	hERG protect	KCNQ1 inh
COc1ccc(S(=O)(=O)NCC2CCCN(C(=O)c3cccs3)C2)cc1 (stereo not given)	i	5	i	i	i	i	i	i	-2	-15	i
CC(C)Cc1nc2sc3c(c2c(=O)n1N)CC(C)(C)OC3	i	13	i	i	i	i	i	i	-4	-8	i
O=C(CN(Cc1ccco1)C(=O)Cn1nnc(-c2cccs2)n1)NCC1CCCO1 (stereo not given)	i	-5	i	i	i	i	i	i	-1	-5	i

Next section:
SMILES	KCNK9 inh	Platelet DG rel	PolyA inhibitor	TRPC4 act	KCNK3 block	KCNQ1 pot	TRPC4 inh	TRPC4 PAM	DYRK1A inh	hERG protect	KCNQ1 inh
CCOc1ccc(NC(=O)C2CC(=O)N3CCCN=C3S2)cc1 (stereo not given)	i	-7	i	i	i	i	i	i	-6	-14	i
CCOC(=O)C1=C(C)NC(=O)C(C#N)C1c1ccco1 (stereo not given)	i	-7	i	i	i	i	i	i	11	-9	i
C/C(=N\NC(=O)Cc1c(C)[nH][nH]c1=O)c1ccc2ccccc2c1	i	-10	i	i	x	i	i	i	x	-1	i
COC(=O)c1c(NC(=O)COC(=O)c2ccc(Cl)nc2)sc(C)c1C	i	-6	i	i	i	i	i	i	1	-8	i
CC(C)c1ccc(C(O)P(=O)(OCc2ccccc2)c2ccc(N(C)C)cc2)cc1 (stereo not given)	i	-7	i	i	i	i	i	i	-5	-3	i
CNc1c(NS(=O)(=O)c2ccc(F)cc2)c(=O)oc2ccccc12	i	-10	i	i	i	i	i	i	3	-4	i

Some of the compounds tested (hit frequency here may not be typical).
